# Source: PubChem (several laboratories)
# CHRM4 agonist – human M4 muscarinic receptor agonists, primary screen, CHO-K1 cells, Fluo-8 calcium fluorescence. activation, % at 3 µM. 360,000 compounds, 0.14% hits. AID 624127, 2012. CHO-K1 hM4/Gqi5; vehicle 0%, full acetylcholine response 100%. Muscarinic acetylcholine receptor M4 (Homo sapiens), P08173;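 active = activation above the run mean over all test wells plus 3 SD, cut at about 32% in these data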;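 also: peak over basal fluorescence ratio per well then scaled between controls; 0% = DMSO wells and 100% = acetylcholine at EC100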
# Target sequence (P08173 whole entry, looked up): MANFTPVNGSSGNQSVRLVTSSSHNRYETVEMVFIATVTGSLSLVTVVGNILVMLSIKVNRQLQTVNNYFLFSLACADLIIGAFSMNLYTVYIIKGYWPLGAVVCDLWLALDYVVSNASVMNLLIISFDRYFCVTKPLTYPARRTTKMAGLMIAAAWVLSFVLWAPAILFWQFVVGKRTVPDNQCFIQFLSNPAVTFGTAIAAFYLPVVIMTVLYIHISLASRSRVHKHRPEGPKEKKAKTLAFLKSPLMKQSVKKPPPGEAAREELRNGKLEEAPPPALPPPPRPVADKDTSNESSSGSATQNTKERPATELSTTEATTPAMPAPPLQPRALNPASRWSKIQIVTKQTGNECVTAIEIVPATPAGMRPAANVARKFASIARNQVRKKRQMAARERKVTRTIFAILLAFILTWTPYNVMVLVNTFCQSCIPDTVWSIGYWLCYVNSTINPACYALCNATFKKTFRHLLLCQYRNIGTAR
# CHRM5 antagonist – human M5 muscarinic receptor antagonists, primary screen, CHO cells, Fluo-8 calcium fluorescence. Muscarinic acetylcholine receptor M5 (Homo sapiens), P08912. CHO-hM5 cells, ACh EC80. 360,000 compounds, 0.59% hits. inhibition, % at 3 µM. AID 624040, 2012;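 active = inhibition above a per-plate cutoff, the mean of that plate's test compounds plus 3 SD, cut at about 27% in these data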;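 also: 0% = acetylcholine EC80 with DMSO and 100% = DMSO without agonist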
# CRFR2-BP ag – agonists of CRF-BP/CRF-R2 complex, primary screen, cell-based, HEK293, calcium dye fluorescence, uHTS. CRF-binding protein / CRF receptor 2 complex (human). calcium dye fluorescence (FLIPR); percent of saturating CRF peptide response. activation, % at 13.2 µM. 350,000 compounds, 0.46% hits. AID 588473, 2011;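 active = activation of at least 50%, plus an integration ratio under a set limit after plate pattern correction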;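 also: plate controls were neutral control wells without compound for no effect and CRF at EC100 for full effect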
# M1 PAM – human M1 muscarinic receptor positive allosteric modulators, primary screen, CHO-K1 cells, Fluo-8 calcium fluorescence, 1536-well; Muscarinic acetylcholine receptor M1 (Homo sapiens), P11229; CHO-K1 hM1, ACh EC20; 0% = ACh EC20, 100% = maximal ACh; activation, % at 3 µM; 360,000 compounds, 0.088% hits; AID 588819, 2011; in the data active = activation above about 19%, passing the limit was not always enough
# Target sequence (P11229 whole entry, looked up): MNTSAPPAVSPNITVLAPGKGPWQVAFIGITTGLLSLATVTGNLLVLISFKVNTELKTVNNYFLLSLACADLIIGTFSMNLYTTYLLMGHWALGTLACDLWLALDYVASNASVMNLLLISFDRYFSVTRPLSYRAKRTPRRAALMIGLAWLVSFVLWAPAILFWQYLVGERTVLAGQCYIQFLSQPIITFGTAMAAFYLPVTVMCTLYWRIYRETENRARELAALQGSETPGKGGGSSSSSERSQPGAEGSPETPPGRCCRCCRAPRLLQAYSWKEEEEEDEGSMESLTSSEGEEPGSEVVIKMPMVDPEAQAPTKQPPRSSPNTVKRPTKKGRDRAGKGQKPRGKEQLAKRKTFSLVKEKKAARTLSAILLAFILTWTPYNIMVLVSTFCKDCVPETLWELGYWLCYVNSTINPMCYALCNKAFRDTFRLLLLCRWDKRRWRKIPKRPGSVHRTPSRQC
# M5 PAM – human M5 muscarinic receptor positive allosteric modulators, primary screen, CHO-K1 cells, Fluo-8 calcium fluorescence. 360,000 compounds, 0.3% hits. AID 624038, 2012. CHO-K1 hM5, ACh EC20 PAM; 0% = ACh EC20, 100% = ACh EC100. Muscarinic acetylcholine receptor M5 (Homo sapiens), P08912. activation, % at 3 µM;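 active = activation above the run cutoff, the mean activation of all test compounds plus 3 SD, cut at about 18% in these data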
#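 Assay system – human M5 receptor in CHO-K1 cells · Read-out – % activation, ACh-normalized · Technique – Fluo-8 calcium fluorescence · Dosing – single-point, 3 µM nominal · Incubation – Fluo-8 loading 80 min at 37 °C plus 30 min room temperature · Repeats – singlicate, one well per test compound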
# M4 antag – human M4 muscarinic receptor antagonists, primary screen, CHO cells, Fluo-8 calcium fluorescence | CHO-hM4 cells, ACh EC80 | Muscarinic acetylcholine receptor M4 (Homo sapiens), P08173 | 360,000 compounds, 0.73% hits | inhibition, % at 3 µM;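 active = inhibition above its plate's cutoff, the mean inhibition of sample wells plus 3 SD, cut at about 27% in these data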;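 also: 0% = acetylcholine EC80 with DMSO and 100% = DMSO without agonist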
# CRFBP-R2 block – antagonists of CRF-BP/CRF-R2 complex, primary screen, cell-based, HEK293, calcium dye fluorescence, uHTS; CRF-induced calcium fluorescence; inhibition, % at 11.8 µM; 350,000 compounds, 0.59% hits; AID 588475, 2011;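 active = inhibition of the ligand-induced calcium signal above about 50% at the single tested concentration, limit read from the data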
# CHRM5 agonist – human M5 muscarinic receptor agonists, primary screen, CHO-K1 cells, Fluo-8 calcium fluorescence; Muscarinic acetylcholine receptor M5 (Homo sapiens), P08912; CHO-K1 hM5 cells; 0% DMSO wells, 100% maximal acetylcholine response; activation, % at 3 µM; 360,000 compounds, 0.19% hits;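 active = activation above the run's mean over test compounds plus 3 SD, cut at about 23% in these data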;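 also: signal is peak over basal fluorescence ratio across the kinetic read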
# CHRM4 PAM – human M4 muscarinic receptor positive allosteric modulators, primary screen, CHO-K1 cells, Fluo-8 calcium fluorescence. AID 624126, 2012. CHO-K1 hM4/Gqi5, ACh EC20; 0% = ACh EC20, 100% = maximal ACh. 360,000 compounds, 0.4% hits. activation, % at 3 µM;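 active = activation above its plate's cutoff, the mean activation of sample wells plus 3 SD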; also: some results filed as inactive read as strong as hits
# Starred values were filed as active, the others as inactive; . = not tested or not shown. An unsorted share of the library; overall some 2.6% were active at least once.
SMILES,CHRM4 agonist,CHRM5 antagonist,CRFR2-BP ag,M1 PAM,M5 PAM,M4 antag,CRFBP-R2 block,CHRM5 agonist,CHRM4 PAM
Cc1cc(C)nc(Nc2cccc3ccccc23)n1,-1,0,-1.5,5,-2,0,-1,-5,-1
CCOC(=O)CC(NC(=O)CCS(=O)(=O)c1ccc2c(c1)n(C)c(=O)c(=O)n2C)c1ccc(C)cc1 (stereo unspecified),0,10,-0.8,0,0,-1,4,-2,-5
Cc1ccc(CSCCNS(=O)(=O)c2ccccc2)cc1,0,-1,-8.0,1,-3,-2,15,-4,-5
Nc1nnc(CC(=O)N/N=C/c2ccc(-c3ccccc3)o2)s1,1,1,0.6,11,-4,2,23,-3,-2
Nc1ccc2c(O)cc(S(=O)(=O)O)cc2c1,1,12,-1.2,6,-3,-3,25,17,12
COc1ccc(NC(=O)CNc2cc(C)ccc2C)cc1S(=O)(=O)N1CCOCC1,1,2,-1.1,-5,0,-3,6,3,-1
CCOC(=O)Cc1csc(NC(=O)/C=C\c2ccccc2Cl)n1,22,20,0.9,-16,-15,4,-16,-2,-14
Cc1csc(CN(C)C(=O)CC2C(=O)NCCN2Cc2ccc(Cl)c(F)c2)n1 (stereo unspecified),2,-2,-0.7,0,0,-8,-13,-3,0
O=C(c1ccccc1F)N1CCN(c2ccccc2)CC1,2,-4,3.4,5,-1,8,1,2,10
NC(=O)c1c(NC(=O)c2ccccc2)sc2c1CCC2,0,6,-2.4,5,-6,-7,4,-1,2
COc1ccc(S(=O)(=O)N2CCN(Cc3ccccc3[N+](=O)[O-])CC2)cc1,7,5,-2.5,5,-3,-3,6,1,4
CC1CCCN(CCCOc2ccc([N+](=O)[O-])cc2)C1 (stereo unspecified),1,-3,-1.5,-6,-1,0,-6,-5,-3
Cc1ccc(NC(=O)Cc2nc(COC(=O)Cc3cccc(C(F)(F)F)c3)cs2)cc1,2,1,-0.8,1,-3,-12,1,0,-1
COc1ccc(/C=C/C(=O)N[C@H](C(=O)O)C(C)C)cc1,1,14,0.7,7,1,8,7,0,-7
Cc1cccc2cc(COC(=O)c3cccs3)c(=O)[nH]c12,4,-4,-1.5,3,-7,-14,-6,-2,-1
CCc1nn2c(=O)cc(COc3ccc(/C=C4\C(=N)N5N=C(C)SC5=NC4=O)cc3)nc2s1,1,6,0.9,-2,-6,-7,0,-2,-8
COc1ccc([C@H]2C[C@@H](O)[C@H](n3cc(C4CC4)nn3)CN2C(=O)C2CCCCC2)cc1,1,3,0.5,6,-1,-7,6,0,-1
Cc1cccc(NC(=O)c2sc(NC(=O)COc3ccccc3)c(C#N)c2C)c1C,0,-7,7.5,4,0,0,19,-1,0
Cc1ccc(NC(=O)CSc2nc(O)cc(=O)n2-c2ccc(C)cc2)cc1,-1,3,-1.1,1,-3,1,9,-3,-9
COc1ccc(C(=O)NCC(c2ccco2)N2CCCCC2)cc1S(=O)(=O)Nc1ccc(C)cc1 (stereo unspecified),1,0,-1.7,-5,-5,19,-7,-11,-6
O=C(COc1nc2ccccc2nc1N1CCOCC1)N1CCc2ccccc21,0,1,0.4,12,7,7,-12,-1,0
Cc1cccc2cc(CNC3CCCC3)c(Cl)nc12,0,8,-1.2,4,3,5,-27,0,1
CCN(CC(=O)Nc1ccccc1C(F)(F)F)C(=O)CN1C(=O)NC2(CCCCC2)C1=O,0,5,0.2,4,-5,-11,5,2,1
CCN(CC)C(NC(=O)Cc1ccccc1)C(Cl)(Cl)Cl (stereo unspecified),1,-18,-0.8,-3,-8,7,-1,-4,7
Cc1coc2cc3oc(=O)c(CCC(=O)NCCCn4ccnc4)c(C)c3cc12,2,4,0.0,-3,0,-5,-2,1,5
N/C(=N\O)c1ccc(NC(=O)c2cccs2)cc1,1,7,-0.2,9,2,5,-5,-6,2
CN(CC(=O)Nc1ccccc1C(F)(F)F)C(=O)c1cccc(-n2cccc2)c1,2,7,0.6,12,-3,-8,-4,1,6
O=S(=O)(c1ccc(Cl)cc1)c1ccccn1,-1,-2,-1.9,-3,1,4,-14,-1,2
CCc1nc2ccccc2c(C(=O)OCC(=O)NC(=O)c2cccn2C)c1C,7,17,-3.4,-8,-16,-4,-2,-3,-22
O=C(N/N=C/C=C/c1cccc([N+](=O)[O-])c1)C(O)c1ccccc1 (stereo unspecified),2,-13,-1.1,19,2,-4,9,2,3

# Gathered by group, the entries above containing a nitro group on carbon (3)
SMILES,CHRM4 agonist,CHRM5 antagonist,CRFR2-BP ag,M1 PAM,M5 PAM,M4 antag,CRFBP-R2 block,CHRM5 agonist,CHRM4 PAM
COc1ccc(S(=O)(=O)N2CCN(Cc3ccccc3[N+](=O)[O-])CC2)cc1,7,5,-2.5,5,-3,-3,6,1,4
CC1CCCN(CCCOc2ccc([N+](=O)[O-])cc2)C1 (stereo unspecified),1,-3,-1.5,-6,-1,0,-6,-5,-3
O=C(N/N=C/C=C/c1cccc([N+](=O)[O-])c1)C(O)c1ccccc1 (stereo unspecified),2,-13,-1.1,19,2,-4,9,2,3

# Next part
SMILES,CHRM4 agonist,CHRM5 antagonist,CRFR2-BP ag,M1 PAM,M5 PAM,M4 antag,CRFBP-R2 block,CHRM5 agonist,CHRM4 PAM
CC(C)(C)S(=O)N1Cc2cc(=O)n(Cc3ccccc3)c(CCO)c2[C@H]1CCO (stereo partly specified),1,-2,0.6,1,-3,-13,-6,0,5
O=C(OCCCc1cc2ccccc2c(=O)o1)c1ccc(F)cc1,6,13,0.0,1,-3,-16,2,-4,-2
CCC1Oc2ccc(C)cc2N(CC(=O)NCCCN2CCCC2)C1=O (stereo unspecified),1,4,1.1,9,3,14,-8,-6,-2
O=c1c(-c2ccccc2)nnc2sc(COc3ccc(Br)cc3)nn12,1,13,8.7,9,3,-3,-1,-2,4
CCSCCCn1[nH]c2ccccc2c1=O,1,-9,-0.4,18,9,-17,-2,1,6
Cc1cccc(C)c1NC(=O)CN(c1c(C)cccc1C)S(C)(=O)=O,0,4,-0.7,-8,-1,-2,-4,0,2
CCc1c(C)[nH]n(CCC#N)c1=O,0,0,0.5,6,2,9,-3,-3,6
COc1ccc(Cc2c(-c3ccc(OC)c(OC)c3)nc3ccc(C)cn23)c(C)c1,0,3,.,-2,2,6,.,-3,-3
CCCN1CN(c2ccccc2)C(=S)N(c2ccccc2)C1,1,-3,0.2,5,3,2,6,-2,0
O=C(NCCCCc1ccccc1)C1CC(c2cccc(F)c2)=NO1 (stereo unspecified),3,-4,0.7,7,8,3,28,-3,3
COC(=O)c1c(C)[nH]c(C(=O)C(C)OC(=O)c2c(C)noc2C)c1C (stereo unspecified),4,11,0.3,19,-2,-5,10,4,2
CN(C)CCNC(=O)c1ccc(Cl)s1,0,-8,0.1,3,7,-6,-2,-4,6
COC(=O)c1c(NC(NC(=O)CC(C)C)C(Cl)(Cl)Cl)sc2c1CCC2 (stereo unspecified),-2,-1,0.4,-16,-9,-14,20,-4,-10
CN(c1ccc(C(=O)Nc2ccc3c(c2)OCCO3)cc1)S(C)(=O)=O,2,5,-1.8,0,-4,1,-10,1,-2
O=C(C1=C[C@@H](c2ccc(C(F)(F)F)cc2)C[C@@H](OCc2ccc(CO)cc2)O1)N1CCN(Cc2ccccc2)CC1,13,15,1.2,-2,-10,11,-7,2,-6
O=C(CSCc1c(Cl)cccc1Cl)NCc1ccco1,-1,-5,-3.5,9,3,-3,14,-3,1
CC1CCN(C(=O)C2CCC(CNc3c(N4CCCCC4)c(=O)c3=O)CC2)CC1 (stereo unspecified),1,0,-2.2,5,5,-2,-7,-3,2
NCc1ccccc1COc1ccccc1,2,6,-3.2,10,9,3,11,-2,8
COC(=O)COc1cccc2c(=O)n(CC(=O)N3CCCc4ccccc43)ccc12,1,3,-0.1,-8,-10,-14,-9,1,-3
CN(c1ccccc1)S(=O)(=O)c1ccc(C(=O)OCC(=O)NCc2cccs2)cc1,1,-11,-1.6,18,10,-12,-1,-1,9
Oc1ccccc1/C=N/Nc1ncc(Br)cn1,0,6,-0.2,0,-8,-1,-15,0,3
COc1cc2c(cc1OC)C(COc1ccc([N+](=O)[O-])cc1)NCC2 (stereo unspecified),3,16,0.1,-7,-6,-1,-7,-4,1
Cc1cc(C(=O)Nc2sc3c(c2C#N)CCC(C)C3)cs1 (stereo unspecified),0,-8,7.3,0,3,-1,-103,0,11
Cc1ccc(OCC(=O)Nc2ccc(-c3nc4ncccc4o3)cc2)cc1,0,-3,1.8,11,-2,8,-1,-2,11
COc1ccccc1CN1CCN(C(=O)c2ccco2)CC1,0,4,-0.5,17,5,-1,9,-1,-6
Cc1cccn2c(CN(C)C3CCCc4ccccc43)c(C(=O)N3CCOCC3)nc12 (stereo unspecified),6,10,1.3,-3,-3,4,-25,3,-5
COc1ccc(Cl)cc1NC(=O)Cn1c(NCCO)nc2ccccc21,1,9,1.0,4,1,6,-46,-1,-7
Cc1cc(C)cc(C(=O)N[C@@H](C)C(=O)N2CCC3(CC2)NCCc2[nH]cnc23)c1,-1,13,-2.1,8,-2,-3,7,-2,-5
COc1ccc(NC(=O)CSc2nccn2-c2cccc(OC)c2)cc1,3,-5,-1.8,1,6,-5,0,-4,15
O=C(c1cc(Br)ccc1Cl)N1CCN(c2ccccn2)CC1,3,-2,-0.2,-4,-5,1,1,7,-3
Cc1cc(C)cc(C(=O)n2cnnc2N)c1,0,3,-1.1,-3,6,8,4,-1,-2
C[C@@H]1CN(C(=O)c2nc3ccc(Cl)cn3c2CN[C@H]2CCCCNC2=O)C[C@H](C)O1,3,2,-1.9,4,-2,0,1,-3,5
[O-]C1=N[N+](=C(c2ccccc2)c2ccccc2)C1,-1,10,3.7,4,-5,0,2,1,-3
CC(C)(C)Cc1c(-c2ccc(Br)cc2)nc2ccc(Cl)cn12,1,-3,2.4,-18,-8,-11,-5,-1,-2
COc1ccccc1NC(=O)c1nn(-c2ccccc2)ccc1=O,5,7,-2.4,0,-6,-1,-4,0,3
CC(C)c1nc2ccccc2n1CCC(=O)O,0,-4,-0.9,2,1,-1,0,-2,8
C/C(=N\S(=O)(=O)c1ccc(C)cc1)NC(=S)Nc1ccccc1,2,5,-1.1,-6,-4,2,-1,-2,1
O=c1[nH]c(C2CCN(S(=O)(=O)c3ccc4c(c3)OCCO4)CC2)nc2c1nnn2Cc1ccc(F)cc1,0,14,-0.7,7,-1,48*,7,-1,-19
Cc1ccc(CN2CCN(/N=C/c3ccc(C(=O)O)cc3)CC2)c(C)c1,0,-6,0.4,-2,-1,0,19,-3,-4
Cc1ccc(N2C(=O)C3C4C=CC(C4)C3C2=O)cc1C (stereo unspecified),1,11,-0.2,4,-5,6,1,-3,8
